# MrgX1 ag: agonists of human MrgX1 receptor | B-score at 10 µM | hit rate 0.44% among 310,000 | MrgX1-HEK293 cells, Fluo-4 calcium fluorescence, agonist mode; hits give high values | Q96LB2 | AID 588627;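 active means calcium response B-score plate-corrected fluorescence ratio at least 3 library SD, with starting fluorescence B-score inside 5 SD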
#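 Material – MrgX1-expressing HEK293 cells · Input – 15,000 cells seeded per well · Dosing – compound as first of three additions · Times – overnight seeding, then 1 h dark dye loading · Measured by – kinetic Fluo-4 NW fluorescence of intracellular calcium · Read-out – B-scored fluorescence response ratio · Benchmarks – positive and negative control wells on each plate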
# MrgX1 antagonist: human MrgX1 receptor antagonism, primary screen; B-score at 10 µM; AID 588676; hit rate 1.3% among 310,000; MRGX1-HEK293 calcium flux, Fluo-4, BAM8-22 antagonism; hits give low values;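 active means calcium-response B-score plate-corrected more than 3 library SD below zero, starting fluorescence within 5 deviations, no agonist response on first addition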;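 further: peak minus trough fluorescence over baseline after final BAM8-22 challenge near maximal dose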
# ANO1 activ: activates or potentiates the mouse TMEM16A chloride channel; HEK293 TMEM16A/YFP-H148Q/I152L, iodide quench fluorescence; hits give low values; B-score at 10 µM; hit rate 0.3% among 340,000;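 active means fluorescence-ratio B-score plate-corrected deviation score at least 3 library SD below zero, with starting fluorescence score within 5 deviations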;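 further: channel opened by trigger with iodide after compound preincubation; score built on the fluorescence ratio of max minus min over baseline; more negative score means more quench and so TMEM16A activation or potentiation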
# RGS4 act: potentiators or activators of RGS4; HEK293 M3R/inducible RGS4, carbachol calcium flux Fluo4; hits give low values; B-score at 10 µM; hit rate 0.92% among 310,000; AID 463111;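 active means B-score of the integrated calcium signal more than 4 SD below the library mean, with starting fluorescence not abnormally high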;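 further: negative B-score means reduced calcium response which marks RGS4 activation or potentiation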
#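 System – HEK293 FlpIn-TREx cells, stable M3R, doxycycline-inducible RGS4 · Reagent – ECmax carbachol challenge · Times – compound preincubation 20 min at room temperature before agonist · Technique – Fluo4 fluorescence kinetic imaging of calcium · Measure – B score of integrated Fluo4 ratio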
# HDAC3 inh: inhibitors of human histone deacetylase 3 | recombinant HDAC3, fluorogenic peptide/trypsin coupled, fluorescence | AID 2718 | O15379 | hit rate 0.15% among 320,000 | inhibition, % at 8.3 µM; in the data active means inhibition above about 26%, passing the limit was not always enough; inconclusive means no clear call, values can overlap the other calls
# MrgX1 allo act: human MrgX1 positive allosteric modulation, primary screen. Q96LB2. MrgX1-HEK293, Fluo-4 calcium flux, FDSS; hits give high values. B-score at 10 µM. hit rate 0.63% among 310,000. AID 588675;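 active means plate-corrected calcium response at least 3 library SD above typical, normal starting fluorescence, not activating the receptor alone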;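 further: compound read alongside a low EC10 to EC30 dose of BAM8-22 agonist; peak minus trough fluorescence over baseline measured at the second addition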
# SKKanGAS inh: blocks kanamycin growth of S. pyogenes SKKanGAS strain. BacTiter-Glo, 6 h. inhibition, % at 7.5 µM. AID 1662. hit rate 1.3% among 300,000;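 active means mean replicate score, as percent of positive control median, at least 50; inconclusive means mean below 50 but one replicate at or above 50; inactive means mean and every replicate below 50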;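 further: strain carries kanamycin resistance gene driven by streptokinase promoter and grows in 40 µg/ml kanamycin; loss of luminescence reflects streptokinase promoter inhibition or plain growth inhibition; 0% = median of DMSO wells and 100% = positive control at its reference dose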
# RGS4 inh: inhibitors of human RGS4; hit rate 0.45% among 310,000; B-score at 10 µM; HEK293 M3R/RGS4 inducible, Fluo-4 calcium flux; hits give high values; triggered by carbachol at its EC20; AID 463165;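 active means B-score, a plate-corrected calcium signal, over three deviations above library mean, with baseline fluorescence within five deviations of library mean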;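 further: RGS4 expression induced by doxycycline in cells with stable M3 receptor; B-score is computed from the integrated fluorescence ratio over baseline after carbachol; higher B-score means a larger calcium signal and so more RGS4 inhibition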
# ANO1 block: mouse TMEM16A channel inhibition, primary screen; hit rate 1.2% among 310,000; HEK293 TMEM16A/YFP iodide influx fluorescence, ionomycin; Q8BHY3; AID 588511; normalized B-score (activity score, 25-100; higher = stronger inhibition) at 10 µM;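 active means ratio plate-corrected score three or more library SD toward inhibition, starting fluorescence score within five deviations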;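 further: score derived from kinetic fluorescence span divided by baseline fluorescence per well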
# TRPC6 act: activates the mouse TRPC6 cation channel; Q61143; HEK293-TRPC6 membrane potential dye fluorescence; hits give high values; B-score at 10 µM; hit rate 0.13% among 310,000; AID 2550;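 active means B-score of the integrated fluorescence ratio above library mean plus 3 SD, and starting fluorescence ratio within library mean plus 5 SD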;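 further: higher score means more depolarization so channel activation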
# Target sequence (Q61143 whole entry, looked up): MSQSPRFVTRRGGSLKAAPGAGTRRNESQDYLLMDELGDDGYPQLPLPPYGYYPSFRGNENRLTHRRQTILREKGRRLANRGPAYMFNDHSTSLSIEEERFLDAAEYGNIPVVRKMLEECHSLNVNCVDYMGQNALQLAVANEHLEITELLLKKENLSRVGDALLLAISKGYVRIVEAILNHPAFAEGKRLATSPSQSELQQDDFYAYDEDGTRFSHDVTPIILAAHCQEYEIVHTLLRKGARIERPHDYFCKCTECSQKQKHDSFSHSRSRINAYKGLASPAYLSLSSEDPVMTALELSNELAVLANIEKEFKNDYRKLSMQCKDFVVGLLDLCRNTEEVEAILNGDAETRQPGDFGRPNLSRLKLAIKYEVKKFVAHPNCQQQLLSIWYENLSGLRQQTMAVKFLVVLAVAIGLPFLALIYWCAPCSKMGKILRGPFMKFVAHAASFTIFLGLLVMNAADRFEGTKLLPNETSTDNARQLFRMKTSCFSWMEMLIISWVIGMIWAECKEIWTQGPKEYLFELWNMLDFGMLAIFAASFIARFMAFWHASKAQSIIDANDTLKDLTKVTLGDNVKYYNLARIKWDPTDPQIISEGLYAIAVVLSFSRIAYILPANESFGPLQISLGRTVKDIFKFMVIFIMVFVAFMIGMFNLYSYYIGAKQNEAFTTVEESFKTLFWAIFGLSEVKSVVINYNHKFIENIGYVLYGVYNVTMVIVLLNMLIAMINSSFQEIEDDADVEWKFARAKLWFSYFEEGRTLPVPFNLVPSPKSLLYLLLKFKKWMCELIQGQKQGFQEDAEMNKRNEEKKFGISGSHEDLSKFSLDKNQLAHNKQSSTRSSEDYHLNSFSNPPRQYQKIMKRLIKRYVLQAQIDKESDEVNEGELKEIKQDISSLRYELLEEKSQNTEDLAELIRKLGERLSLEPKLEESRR
# TRPC6 inh: mouse TRPC6 channel inhibition; Q61143; HEK293-TRPC6, membrane potential dye, ACh-evoked depolarization; hits give low values; B-score at 10 µM; hit rate 1.1% among 310,000; AID 2553;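 active means B-score under library mean minus 3 SD, initial fluorescence not abnormally high, positive integrated signal ratio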;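 further: B-score derived from integrated fluorescence ratio over the kinetic read; more negative B-score means stronger inhibition of depolarization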
# * hit, by the source's call; i = inactive; ? = inconclusive; · = no result given. An unsorted share of the library (roughly 6.7% active in at least one column).
canonical_smiles,ANO1 activ,MrgX1 ag,RGS4 act,RGS4 inh,MrgX1 allo act,TRPC6 inh,SKKanGAS inh,HDAC3 inh,ANO1 block,TRPC6 act,MrgX1 antagonist
CCCc1ccc(OCCNC(=O)CC)cc1,i,i,i,i,i,i,-7,0,i,i,i
O=c1[nH]nc(-c2ccc(F)cc2)cc1-c1ccccc1,i,i,i,i,i,i,-1,-3,i,i,i
CCCCn1c(NCc2ccc(N(C)C)cc2)nc2ccccc21,i,i,i,i,i,i,-2,2,i,i,i
COc1cccc(/C=N/n2c(=O)[nH]c3ccccc32)c1OC,i,i,i,i,i,i,-18,0,i,i,i
CS(=O)(=O)N1CCC(C(=O)NNC(=O)Nc2ccc(F)c(Cl)c2)CC1,i,i,i,i,i,i,5,4,i,i,i
CC(NC(=O)C1CCCCC1)C(=O)NC1=NCCS1 (stereo not drawn),i,i,i,i,i,i,2,-4,i,i,i
CCOC(=O)c1c(NC(C)=O)no[n+]1[O-],i,i,i,i,i,i,-3,7,i,i,i
CCn1c2ccccc2c2cc(CNCc3ccc(OC)cc3OC)ccc21,i,i,i,i,i,i,16,5,100*,i,i
O=C(CSc1ncn[nH]1)Nc1ccc(S(=O)(=O)N2CCCC2)cc1,i,i,i,i,i,i,-3,1,i,i,i
O=C(Nc1ccc(CN2CCOCC2)cc1)c1ccc(-c2cccc([N+](=O)[O-])c2)o1,i,i,i,i,i,i,1,-1,i,i,i
COc1ccc2nc(NC(=O)CN3CCN(C)CC3)sc2c1,i,i,i,i,i,i,-8,9,i,i,i
O=C(C1=C[C@H](c2ccc(C(F)(F)F)cc2)C[C@H](OCCCCO)O1)N1CCOCC1,i,i,i,i,i,i,-1,?,i,i,i
COc1ccccc1NC(=O)Cn1c(=O)sc2ccccc21,i,i,i,i,i,i,-7,-8,i,i,i
CCOC(=O)c1c(C)[nH]c(C)c1S(=O)(=O)NCCCN1CCOCC1,i,i,i,i,i,i,-1,-4,i,i,i
Cc1ccc(C(=O)OCC(=O)NN2C(=O)NC3(CCC(C)CC3)C2=O)cc1 (stereo not drawn),i,i,i,i,i,i,-2,-9,i,i,i
CCCNS(=O)(=O)c1ccc(CCC(=O)Nc2ccc3c(c2)OCCO3)cc1,i,i,i,i,i,i,-1,-2,i,i,i
Cc1cc(C)nc(N2CCC(C(=O)NNC(=O)c3ccccc3)CC2)n1,i,i,i,i,i,i,11,-2,i,i,i
CN1CCN(S(=O)(=O)c2ccc(NC(=S)NC(=O)C3CC3)cc2)CC1,i,i,i,i,i,i,-2,-3,i,i,i
Cc1nc2ccc([N+](=O)[O-])cc2c(=O)n1Cc1ccc(Br)cc1,i,i,i,i,i,i,3,1,i,i,i
Fc1ccccc1C(c1nnnn1Cc1ccc2c(c1)OCO2)N1CCN(Cc2ccccc2)CC1 (stereo not drawn),i,i,i,i,i,i,-2,2,i,i,i
CCCCN(CC)Cc1c(O)ccc2c3c(c(=O)oc12)CCC3,i,i,i,i,i,i,6,-255,i,i,i
CC(NC(=O)c1ccco1)c1ccc2c(c1)OCCO2 (stereo not drawn),i,i,i,i,i,i,0,-1,i,i,i
CCCCN(C(=O)c1ccc(C)cc1)c1c(N)n(CCC)c(=O)[nH]c1=O,i,i,i,i,i,i,0,-1,i,i,i
COc1ccc(NC(=O)C2CC(c3ccc(OC)c(OC)c3)=NO2)cc1OC (stereo not drawn),i,i,i,i,i,i,-2,-1,i,i,i
COc1ccc(CCNC(=O)Cn2cnc3c(nnn3Cc3ccccc3F)c2=O)cc1OC,i,i,i,i,i,i,2,6,i,i,i
COC(=O)[C@H](Cc1ccccc1)NC(=O)C1(OC(C)=O)CC(OC(C)=O)C(OC(C)=O)C(OC(C)=O)C1 (stereo partly drawn),i,i,i,i,i,i,-3,1,i,i,i
Cc1ccc(S(=O)(=O)N2CCCC(C(=O)Nc3ccc(NC(=O)c4ccccn4)cc3)C2)cc1 (stereo not drawn),i,i,i,i,i,i,6,5,i,i,i
CC(OC(=O)Cn1[nH]c(=O)c2ccccc2c1=O)C(=O)Nc1ccc(F)cc1Cl (stereo not drawn),i,i,i,i,i,i,1,5,i,i,i
COc1ccc(-c2cn(Cc3ccc(C(=O)NCc4ccc(C)cc4)cc3)c(C(C)N)n2)cc1 (stereo not drawn),i,i,i,i,i,i,-5,?,i,i,i
O=C(Nc1ccccc1)C1=C[C@@H](c2ccc(C(F)(F)F)cc2)C[C@@H](OCc2ccc(CO)cc2)O1,i,i,i,i,i,i,11,20,i,i,i
Cc1ccc(NC2=NC(c3ccc(C)cc3)n3c(nc(C)cc3=O)N2)cc1 (stereo not drawn),i,i,i,i,i,i,-1,-2,i,i,i
CN(Cc1nc(-c2ccc(C(F)(F)F)cc2)no1)C1CCOCC1,i,i,i,i,i,i,-4,8,i,i,i
COc1cccc(C2c3[nH]c4ccccc4c3CCN2C(=O)Cn2cncn2)c1OC (stereo not drawn),i,i,i,i,i,i,2,0,i,i,i
O=C(Nc1ccc2c(c1)OCO2)c1cnn2c(C(F)(F)F)cc(-c3ccco3)nc12,i,i,·,·,i,·,·,-3,i,·,i
CN1CCN(C2Cc3ccccc3Sc3cc(C(F)(F)F)ccc32)CC1 (stereo not drawn),i,i,i,i,i,i,12,18,i,i,i
O=C(Cn1cc([N+](=O)[O-])cn1)Nc1nccs1,i,i,i,i,i,i,-1,-1,i,i,i
CCN1CCN(C(=O)CCS(=O)(=O)c2cc3c(cc2Cl)NC(=O)CO3)CC1,i,i,i,i,i,i,-1,3,i,i,i
Nc1nc(SCC(=O)N2CCN(c3ccccc3)CC2)n[nH]1,i,i,i,i,i,i,0,3,i,i,i
Cc1ccc(C)c(NC(=O)CSc2nnc(NC(=O)C3CC3)s2)c1,i,i,i,i,i,i,0,-3,i,i,i
COc1ccc(C(c2c(C)[nH]n(C(N)=S)c2=O)C(C#N)C#N)cc1 (stereo not drawn),i,i,·,·,i,·,·,3,i,·,i
O=C(c1ccc(S(=O)(=O)N2CCOCC2)cc1)N(c1ccccn1)C1CCCCC1,i,i,i,i,i,i,0,·,i,i,i
O=C(NCC1CCCO1)c1cccc2ccccc12 (stereo not drawn),i,i,i,i,i,i,-1,2,i,i,i
O=C(COC(=O)C1CCN(S(=O)(=O)c2cccc3cccnc23)CC1)c1ccccc1,i,i,i,i,i,i,-1,7,i,i,i
COc1ccccc1CNC(=O)Cc1csc(NC(=O)Nc2ccccc2OC)n1,i,i,i,i,i,i,49,-14,i,i,i
O=C(COC(=O)c1cccnc1Cl)Nc1ccc2c(c1)OCO2,i,i,i,i,i,i,-5,-9,i,i,i
Cc1[nH]c2ccccc2c1C(=O)CN1CCCCC1C (stereo not drawn),i,i,i,i,i,i,-3,0,i,i,i
COC(=O)[C@H](Cc1c[nH]c2ccccc12)NC(=O)NCc1ccc(OC)c(OC)c1,i,i,i,i,i,i,3,-3,i,i,i
O=C(CNC(=O)c1ccc(Cl)cc1)Nc1ccccc1C(F)(F)F,i,i,i,i,i,i,-19,5,i,i,i
O=C(NNC(=S)Nc1ccccc1)c1ccc(O)cc1,i,i,i,i,i,i,-5,-1,i,i,i
CN(C)c1nc2sc3c(c2c(=O)n1C)CC(C)(C)OC3,i,i,i,i,i,i,-2,1,i,i,i
CCOc1ccc(NCc2nnc(SCC(=O)Nc3cc(C)on3)n2-c2ccccc2OC)cc1,i,i,i,i,i,i,0,3,i,i,i
O=C(c1ccccc1SCc1ccc(F)cc1)N1CCOCC1,i,i,i,i,i,i,4,1,i,i,i
S=c1[nH]ncn1/N=C/c1ccccn1,i,i,i,i,i,i,9,15,i,i,i
CCc1c(C)nc(N2CCN(c3ccc(F)cc3)CC2)[nH]c1=O,i,i,i,i,i,i,2,1,i,i,i
CCn1c(SCC(=O)N2CCCc3ccccc32)nc2c(c1=O)SC(C)C2 (stereo not drawn),i,i,·,·,i,·,·,13,i,·,i
O=C(NCCCN1CCOCC1)c1ccc(N2CCOCC2)c([N+](=O)[O-])c1,i,i,i,i,i,i,·,-3,i,i,i
Cc1cc(NCc2ccccc2)c2ccccc2n1,i,i,i,i,i,i,-1,4,i,i,i
Cc1ccc(/C(O)=C2\C(=O)C(=O)N(CC(C)O)C2c2cccc(F)c2)cc1 (stereo not drawn),i,i,i,i,i,i,5,4,i,i,i
Cc1cc(C)cc(NC(=S)NCCN2CCOCC2)c1,i,i,i,i,i,i,-4,-13,i,i,i
Cc1cc2c(c(=O)o1)C(CC(C)C)C(C#N)=C(N)O2 (stereo not drawn),i,i,i,i,i,i,-1,-1,i,i,i

# Carrying on:
canonical_smiles,ANO1 activ,MrgX1 ag,RGS4 act,RGS4 inh,MrgX1 allo act,TRPC6 inh,SKKanGAS inh,HDAC3 inh,ANO1 block,TRPC6 act,MrgX1 antagonist
O=C(NC1CC1)C(=O)c1c[nH]c2ccccc12,i,i,i,i,i,i,-4,2,i,i,i
COc1ccc(-c2ccc(S(=O)(=O)NCC3CCCO3)cc2)cc1 (stereo not drawn),i,i,i,i,i,i,-21,-3,i,i,i
CC(=O)c1cccc(CN2CCCC(C(=O)Nc3cccc(-n4cccn4)c3)C2)c1 (stereo not drawn),i,i,i,i,i,i,13,0,i,i,i
O=C(NNC1=NCCCCC1)c1ccccc1,i,i,i,i,i,i,2,0,i,i,i
COCCn1c(SCC(=O)NCc2ccco2)nnc1-c1c[nH]c2ccccc12,i,i,i,i,i,i,-2,2,i,i,i
N#CC1=C(SCc2ccccc2Cl)NC(=O)C(C(N)=O)C1 (stereo not drawn),i,i,i,i,i,i,5,0,i,i,i
CCC(C)n1c(SCC(=O)Nc2cc(C(C)(C)C)nn2-c2ccccc2)nc2ccccc2c1=O (stereo not drawn),i,i,i,i,i,i,-5,3,i,i,i
Cc1ccc2oc(=O)c3cnn(CC(=O)NCCN4CCOCC4)c3c2c1,i,i,i,i,i,i,7,3,i,i,i
COC(=O)COc1ccc(/C=N/NS(=O)(=O)c2ccccc2)cc1,i,i,i,i,i,i,14,-5,i,i,i
